GCN5L2 inh: qHTS Assay for Inhibitors of GCN5L2. GCN5L2 HAT assay, ThioGlo1 CoA-SH fluorescence. Potency, µM (titrated, usually from 58.9 µM), for inactives: top-dose activity change, negative = inhibition, usual class: inhibitors. 0.21% of 390,000 active. AID 504327, 2011
Target sequence (Q92830 whole entry, looked up): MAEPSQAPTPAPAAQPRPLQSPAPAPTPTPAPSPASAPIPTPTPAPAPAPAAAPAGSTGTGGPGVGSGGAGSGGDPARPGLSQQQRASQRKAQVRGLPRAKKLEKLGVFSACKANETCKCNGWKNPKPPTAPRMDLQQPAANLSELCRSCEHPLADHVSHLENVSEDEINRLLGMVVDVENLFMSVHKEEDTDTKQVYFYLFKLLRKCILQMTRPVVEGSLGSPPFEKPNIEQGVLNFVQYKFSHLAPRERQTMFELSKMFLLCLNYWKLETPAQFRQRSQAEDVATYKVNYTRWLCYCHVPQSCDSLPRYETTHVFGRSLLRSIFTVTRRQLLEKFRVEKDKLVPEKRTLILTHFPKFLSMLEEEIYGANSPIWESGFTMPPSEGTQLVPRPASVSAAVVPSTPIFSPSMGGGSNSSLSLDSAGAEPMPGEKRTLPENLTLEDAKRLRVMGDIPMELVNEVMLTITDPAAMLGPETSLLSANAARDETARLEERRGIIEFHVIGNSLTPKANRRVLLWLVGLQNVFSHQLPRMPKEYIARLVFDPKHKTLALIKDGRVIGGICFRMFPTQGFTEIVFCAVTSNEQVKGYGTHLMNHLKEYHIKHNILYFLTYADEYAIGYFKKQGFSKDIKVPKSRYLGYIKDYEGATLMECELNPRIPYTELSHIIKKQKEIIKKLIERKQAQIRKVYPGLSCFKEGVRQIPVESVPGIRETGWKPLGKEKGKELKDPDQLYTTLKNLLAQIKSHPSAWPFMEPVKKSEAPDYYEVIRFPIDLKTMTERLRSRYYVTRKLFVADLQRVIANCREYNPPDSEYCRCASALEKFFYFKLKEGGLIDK
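qHTS, 1536-well. 20nM enzyme, pH 7.5 HEPES/EDTA/Tween-20 buffer; 15 min compound preinc., RT. Start: 75uM H3(1-25), 70uM AcCoA, 50uM ThioGlo1. Read Ex340/Em540 at t=0 (autofluorescence flag) and t=20 min.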
DT40 TDP1 no CPT: qHTS for Inhibitors of human tyrosyl-DNA phosphodiesterase 1 (TDP1): qHTS in cells in absence of CPT; 15% of 420,000 active; AID 686978, 2013; DT40 Tdp1-/- hTDP1 cells, no CPT, ATP luminescence, 48 h; Potency, µM (series often up to 46.2 µM), without a hit: top-dose activity change, negative = growth inhibition, hits mostly inhibitors; also: nearly all actives have a fitted effect of over 55% in size
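DT40 Tdp1-/-;hTDP1 cells, no CPT (DMSO vehicle only), 400 cells/well; compounds pin-transferred; ≥48 hr, 37 °C; CellTiter-Glo 30 min RT dark, luminescence read.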
DT40 TDP1 CPT: qHTS for Inhibitors of human tyrosyl-DNA phosphodiesterase 1 (TDP1): qHTS in cells in presence of CPT. 12% of 420,000 active. chicken DT40 Tdp1-/-;hTDP1 cells + 20 nM CPT, ATP luminescence, 48 h. AID 686979, 2013. Potency, µM (doses to about 46.2 µM), inactives show at the highest dose activity change, negative = growth inhibition, actives largely listed as inhibitors; also: nearly all actives have a fitted effect of over 55% in size
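Chicken DT40 Tdp1-/- cells stably complemented with human TDP1 were seeded at 400 cells/well in medium containing 20 nM camptothecin, exposed to pin-transferred compounds, and grown at 37 °C for at least 48 hr. Viability was read as ATP luminescence.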
Starred values were filed as active, the others as inactive; ? = inconclusive; · = not tested or not shown; & = joins results of further samples; [ ] = remark or other dose. Calls follow the shape of the dose curve; as a rule, active = well fitted curve in the direction sought with a large enough effect; inconclusive = small, poorly fitted or top-dose-only effect, or another doubt; inactive = no such curve, though single readings can be large; an effect the other way counts as inactive or inconclusive. % is scaled to controls: 0 for no effect and ±100 for the full control effect; potency is read from the fitted curve at half-maximal effect. Not all compounds are listed; the hit share may differ from the screen's.

entry	Structure	GCN5L2 inh	DT40 TDP1 no CPT	DT40 TDP1 CPT
1	COc1cc(C)ccc1NC(=O)Cc1csc(NC(=O)Nc2ccccc2OC)n1	-10%	23µM*	23µM*
2	CC(C)NC(=O)C1CCN(C2CCN(Cc3nc(C(C)C)cs3)CC2)CC1	2%	1%	0%
3	COc1ccc(N2CCN(C(=O)c3cccn4c(=O)c5ccccc5nc34)CC2)cc1	-2%	-22%	-21%
4	O=C1N[C@@H](Cc2ccccc2)COC(=O)[C@H](Cc2ccc(F)cc2)CC/C=C/C[C@@H]1CC(=O)N(CCO)Cc1ccccc1	-9%	?	?
5	COCCNC(=O)c1ccc(CSc2nc3ccccc3s2)cc1	-20%	?	?
6	O=[N+]([O-])c1cc([N+](=O)[O-])c(Oc2c(Cl)cccc2Cl)cc1NN1CCCCC1	2%	?	?
7	Cc1ccc(S(=O)(=O)N(CC(=O)N=Nc2c(O)[nH]c3ccccc23)c2ccc(C)c(C)c2)cc1	-9%	21µM*	18µM*
8	CSc1nnnn1-c1c(C)cccc1C	-2%	-7%	-8%
9	C=CCC(=O)OCCCCCCOc1ccc(C(=O)O)cc1	-9%	-13%	?
10	COCCn1nnnc1C(c1cc2ccc(OC)cc2[nH]c1=O)N1CCN(C2CCCCC2)CC1 (centres undefined)	-3%	-8%	-8%
11	O=C(Nc1cccnc1)c1sc(Nc2ccccc2F)nc1-c1ccccc1	-5%	?	?
12	Cc1nn2c(=O)cc(COC(=O)c3ccc(NC(=O)c4cccs4)cc3)nc2s1	2%	15µM*	16µM*
13	CCN(CC)S(=O)(=O)c1cccc(C(=O)N[C@H](C(=O)OCC(N)=O)C(C)C)c1	0%	-15%	-17%
14	COc1ccc([N+](=O)[O-])cc1NCc1ccco1	1%	-17%	-2%
15	COc1ccc(NC(=O)CSc2nc(O)cc(=O)n2C)cc1	2%	-14%	-10%
16	Cn1cccc1CC(=O)N/N=C/c1cccc([N+](=O)[O-])c1	-6%	-28%	3%
17	COc1cc(/C=N/NC(=O)c2ccc3c(c2)OCO3)ccc1O	-10%	25%	-10%
18	CCC1CCCCN1CCCNC(=O)c1ccc2c(c1)NC(=O)CS2 (centres undefined)	-4%	6%	12%
19	CCN(CC)CCCNC(=O)CSc1nc2c(c(C(F)(F)F)n1)CCc1ccccc1-2	7%	?	?
20	Brc1ccc2nc(N3CCCC3)sc2c1	-8%	?	7%
21	O=C(NNC(=S)NC(=O)c1ccccc1[N+](=O)[O-])c1ccc(Cl)cc1Cl	-2%	?	?
22	O=C(NNc1c(Cl)cc(Cl)cc1Cl)c1cccc([N+](=O)[O-])c1	-5%	?	?
23	Cc1ccc(N=CC2=C(O)CC(C)(C)CC2=O)nc1	-3%	0%	-3%
24	CC1(C)CC2CC(C)(CN2C(=O)Cc2ccccc2)C1 (centres undefined)	0%	?	-26%
25	COc1ccc(C(=O)Cn2c(C(C)=O)nc3ccccc32)cc1	·	7.3µM*	15µM*
26	Cc1cccc(C(=O)OC(C)C(=O)NCC2CCCCC2)c1O (centres undefined)	-1%	-3%	-3%
27	COc1ccc(NC(=O)c2cc(C3CCCCN3S(=O)(=O)Cc3ccccc3)on2)c(C)c1 (centres undefined)	·	-94%	-84%
28	Fc1ccccc1Nc1nc(-c2ccncc2)nc2ccccc12	-3%	?	3%
29	CCCNC(=O)c1cc(C2CCCCN2S(=O)(=O)c2ccccc2)on1 (centres undefined)	·	?	-29%
30	COc1cc(/C=C/C(=O)O)cc(S(=O)(=O)Nc2ccc(S(=O)(=O)N3CCCCC3)cc2)c1OC	-1%	1%	0%

Laid out differently: entries from further up
[27] COc1ccc(NC(=O)c2cc(C3CCCCN3S(=O)(=O)Cc3ccccc3)on2)c(C)c1 (centres undefined)
[21] O=C(NNC(=S)NC(=O)c1ccccc1[N+](=O)[O-])c1ccc(Cl)cc1Cl
[25] COc1ccc(C(=O)Cn2c(C(C)=O)nc3ccccc32)cc1

| assay / entry | 27 | 21 | 25 |
| --- | --- | --- | --- |
| GCN5L2 inh | · | -2% | · |
| DT40 TDP1 no CPT | -94% | ? | 7.3µM* |
| DT40 TDP1 CPT | -84% | ? | 15µM* |

Returning to the listing, starting 3 compounds before the break.
entry	Structure	GCN5L2 inh	DT40 TDP1 no CPT	DT40 TDP1 CPT
28	Fc1ccccc1Nc1nc(-c2ccncc2)nc2ccccc12	-3%	?	3%
29	CCCNC(=O)c1cc(C2CCCCN2S(=O)(=O)c2ccccc2)on1 (centres undefined)	·	?	-29%
30	COc1cc(/C=C/C(=O)O)cc(S(=O)(=O)Nc2ccc(S(=O)(=O)N3CCCCC3)cc2)c1OC	-1%	1%	0%
31	CCN(CC)c1c(C)nc2ccc(C(=O)Nc3cc(-c4ccccc4)ccc3OC)cn12	·	18µM*	?
32	Cc1ccc2c(c1)N(C(=O)CCC(=O)Nc1ccc(F)cc1F)CC(C)O2 (centres undefined)	-3%	7.3µM*	5.2µM*
33	CCOC(=O)c1sc(/N=C/c2c(O)ccc3ccccc23)cc1C	3%	-24%	-5%
34	CC1=CC(C/C(C)=C/COc2ccc3ccc(=O)oc3c2)OC1=O (centres undefined)	0%	?	?
35	CC1CCC(NC(=O)C2CCN(c3nc4ccccc4s3)CC2)CC1 (centres undefined)	-2%	?	-10%
36	CC1(C(=O)Nc2cnc3ccccc3c2)CCN1C(=O)CCc1ccccc1 (centres undefined)	·	18µM*	18µM*
37	COC(=O)CSc1nnc(CNc2ccc(Cl)cc2)n1Cc1ccccc1	-4%	-16%	-35%
38	O=C(NCc1ccc(Cl)cc1)C(=O)Nc1ccc(Br)cc1	-3%	-3%	0%
39	Cc1ccc(C(=O)Nc2cnc3ccccn3c2=O)cc1	?	-27%&-5%	2%&0%
40	COc1ccc(C)cc1-n1nnnc1SCC(=O)NC1CCCC1	3%	?	-1%
41	COc1ccccc1CNC(=O)COC(=O)/C=C/c1ccc2ccccc2n1	-4%	?	?
42	Cc1c(NC(=O)c2ccc(Cl)cc2)cc(C(C)C)c(O)c1S(=O)(=O)c1ccccc1	-5%	?	?
43	COC(CNC(=O)c1ccc(N2CCCC2=O)cc1)OC	-5%	-4%	-2%
44	Cc1cc(C)c(S(=O)(=O)c2ccc(F)cc2C)c(=O)[nH]1	-6%	3%	-5%
45	COC(=O)c1ccc2nc(-c3cccc(Br)c3)c(Cc3cccc(F)c3)n2c1	·	?	?
46	Cc1c(C(=O)Nc2ccccc2)sc2nc(-c3cc4ccccc4oc3=O)[nH]c(=O)c12	-9%	-24%	-4%
47	CCCc1nnc(SCc2ccc(OCC)cc2)n1N	-3%	6%	0%
48	Cc1nnc(SCCOc2ccccc2)s1	-15%	-18%	-7%
49	Cc1cc(C)n(CCOc2ccc(Br)cc2)n1	-7%	7%	-15%
50	CCNC(=O)c1ccc(CSc2nc3cccnc3n2Cc2ccc(OC)cc2)cc1	-2%	?	?
51	O=C(CCSCc1ccc(Cl)cc1)NC1CCCC1	6%	?	-28%
52	Cc1ccccc1N1CCN(C2=NC(=O)/C(=C\c3cccs3)S2)CC1	3%	?	?
53	Nc1ccc2c(S(=O)(=O)O)cccc2c1S(=O)(=O)O	·	3%	0%
54	COc1ccccc1CNC(=O)CSc1cc(=O)n(C)c2ccccc12	-3%&-1%	?	?
55	COc1cccc(NC2CC(=O)N(CCc3ccccc3)C2=O)c1 (centres undefined)	0%	?	?
56	O=C(c1sccc1-n1cccc1)N1CCCC1	2%[0.501 µM]	-3%	-14%
57	O=C(C(F)C(F)(F)F)N1CCN(c2ccccc2)CC1 (centres undefined)	-6%	-17%	-4%
58	CC1(C(=O)NCc2ccccc2)CSCC(=O)N1CCCN1CCOCC1 (centres undefined)	·	21%	22%
59	CC1=CC(C)C(CN(CCC[N+](C)(C)C)C(=O)Nc2ccccc2)C(C)C1 (centres undefined)	-2%	-1%	15%
60	C/C(=N\NC(=O)c1ccc(O)cc1)c1ccc2c(c1)OCCO2	-4%	16%	0%

(list continues)
entry	Structure	GCN5L2 inh	DT40 TDP1 no CPT	DT40 TDP1 CPT
61	Fc1ccccc1-c1nc2nc3ccccc3nc2n1CC1CCCO1 (centres undefined)	0%	?	?
62	CSc1ccccc1C(=O)NCCSc1ccccc1	-17%	-11%	-1%
63	CCOc1ccc(C(=O)N[C@H](C(=O)Nc2cccc(S(=O)(=O)N3CCCCC3)c2)C(C)C)cc1	9%	?	?
64	CC(C(=O)NCC1CCCO1)c1ccc([N+](=O)[O-])cc1 (centres undefined)	-4%	-2%	13%
65	COC(=O)c1ccccc1S(=O)(=O)N1CCC(C(=O)OCC(=O)NCC(F)(F)F)CC1	-6%	1%	-1%
66	O=C(Cn1ncc2c3ccccc3n(Cc3ccc(F)cc3)c2c1=O)NCc1ccccn1	2%	?	?
67	c1ccc(C(c2nnnn2C2CCCCC2)N2CCc3ccccc3C2)nc1 (centres undefined)	-3%	-26%	-19%
68	Cc1ccc(Cc2nnc(SCC(=O)Nc3ccccc3)n(N)c2=O)cc1	0%	-8%	-24%
69	CC1=C(C(=O)OCc2ccccc2)C(c2ccc(Br)cc2)NC(=O)N1CCCCCC(=O)O (centres undefined)	·	-14%	-7%
70	Cc1noc(C)c1S(=O)(=O)N(CC(=O)N1CCCCCC1)c1ccc(C(C)C)cc1	-9%	?	?
71	OC(Cc1cccnc1)(c1ccccc1)c1ccccc1	·	?	?
72	COc1cccc(NC(=O)CN(C)CC(=O)NCc2ccc3c(c2)OCO3)c1	-4%	-6%	-21%
73	CN(C)CCCSc1nc2ccccc2s1	-14%	3%	?
74	Cc1ccc(S(=O)(=O)N2C[C@H]3n4c(=O)ccc(=O)n4C[C@H](OC(=O)Nc4c(C)noc4C)[C@@]3(O)C2)cc1	·	?	-10%
75	COc1ccccc1OC[C@H](O)CO	2%	1%	3%
76	CC(C)c1ccc(NC(=O)c2cc(S(=O)(=O)NCC3COc4ccccc4O3)ccc2F)cc1 (centres undefined)	-17%	18µM*	23µM*
77	Cc1ccc(CN(Cc2ccco2)C(=S)NCC(=O)O)cc1	1%	-6%	0%
78	Cc1ccc(-c2cc(C(=O)N3CCN(c4ccc(O)cc4)CC3)c3ccccc3n2)cc1	-11%	?	?
79	CN(C)CCCNS(=O)(=O)c1cc(Cl)c(Cl)cc1Cl	-1%	?	?
80	CCOc1ccc(CCNC(=O)Cn2c(=O)oc3ccccc32)cc1OCC	6%	9%	-2%
81	CCOc1ccc(OCC)c(NC(=O)CN(c2ccc(C)cc2)S(=O)(=O)c2c(C)n[nH]c2C)c1	-20%	29µM*	?
82	CC(=O)Nc1ccc(S(=O)(=O)Nc2nnc(C(C)(C)C)s2)cc1	-8%	-9%	?
83	COCCn1c(SCC(=O)N2CCc3ccccc3C2)nc2ccccc2c1=O	3%	?	21µM*
84	CS(=O)(=O)c1ccc(Cl)c(NC(=O)Cc2c(F)cccc2Cl)c1	20%	16%	0%
85	S=c1nc(-c2cccc(Br)c2)[nH][nH]1	-20%	-18%	-7%
86	Cc1cc(NC(=O)COC(=O)c2ccccc2OCCOc2ccccc2)ccc1Br	·	?	-9%
87	Cc1ccc(SCC(=O)OCC(=O)N(CC(C)C)c2c(N)n(Cc3ccccc3)c(=O)[nH]c2=O)cc1C	1%	?	?
88	C/C(=N\NC(=O)CSc1nnc(C)s1)c1ccc(Cl)cc1	38%	1%	3%
89	CCO[C@@H]1OC(C(=O)NCc2nc3ccccc3[nH]2)=C[C@H](c2cn(C(C)=O)c3ccccc23)[C@H]1CCCO	-12%	16µM*	?
90	O=C(Nc1ccc2c(c1)COC2=O)c1ccc(Cl)c(Cl)c1	1%	-6%	-24%

Going on with the list.
entry	Structure	GCN5L2 inh	DT40 TDP1 no CPT	DT40 TDP1 CPT
91	CC(=O)C1=C(C)NC(SCC(=O)c2ccc(Cl)cc2Cl)=C(C#N)C1c1ccco1 (centres undefined)	-8%	?	?
92	CC(=O)Oc1ccc(N(C(C)=O)S(=O)(=O)c2ccc3ccccc3c2)cc1Br	-11%	-24%	-21%
93	CC(C)(Oc1ccc(Cl)cc1)C(=O)N1CCN(C(=O)c2ccco2)CC1	-1%	-11%	?
94	O=S(=O)(c1ccc(F)cc1)N1CCC(c2nc3ccccc3[nH]2)CC1	1%	?	-26%

Results in sequence from the list.
DT40 TDP1 CPT for entries 91 to 94 → ?, -21%, ?, -26%
GCN5L2 inh for entries 91 to 94 → -8%, -11%, -1%, 1%

Assay outcomes deposited in PubChem by National Center for Advancing Translational Sciences (NCATS).
